ADAM10 inh: ADAM10 inhibition, QFRET primary screen. O14672. inhibition, % at 7 µM. AID 720582. recombinant ADAM10, EDANS/DABCYL FRET peptide cleavage, 3 h. actives 0.62% (n = 370,000);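 active = inhibition above a per-campaign cutoff equal to the mean of compounds falling between control-based bounds plus 3 SD, cut at about 20% in these data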;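 note: 0% = DMSO wells while the 100% control is not disclosed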
Target sequence (O14672 214-748 limits assumed): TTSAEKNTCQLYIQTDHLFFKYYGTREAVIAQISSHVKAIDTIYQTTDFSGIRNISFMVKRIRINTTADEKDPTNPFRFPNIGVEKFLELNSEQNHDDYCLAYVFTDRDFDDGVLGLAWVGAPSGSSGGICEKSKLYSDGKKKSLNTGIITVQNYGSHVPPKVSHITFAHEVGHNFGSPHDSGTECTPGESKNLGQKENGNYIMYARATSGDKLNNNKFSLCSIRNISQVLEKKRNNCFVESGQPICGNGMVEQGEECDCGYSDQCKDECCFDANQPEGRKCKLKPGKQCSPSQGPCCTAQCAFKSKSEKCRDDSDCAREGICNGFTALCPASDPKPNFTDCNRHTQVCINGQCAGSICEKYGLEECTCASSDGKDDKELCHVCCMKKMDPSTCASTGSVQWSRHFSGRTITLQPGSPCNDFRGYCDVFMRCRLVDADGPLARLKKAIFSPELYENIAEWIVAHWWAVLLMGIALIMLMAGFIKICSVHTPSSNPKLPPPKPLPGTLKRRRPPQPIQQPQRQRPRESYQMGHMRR
NPR2 activator: GC-B (human) receptor activation; P20594; HEK293-GC-B cells, CNP EC30, cGMP TR-FRET; 0% at EC30 CNP, 100% saturating CNP; activation, % at 10 µM; actives 0.11% (n = 370,000); AID 1920062;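 active = activation at 10 µM reaching about 35% in either raw or pattern-adjusted values, limit read from the data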
hgDAF12 agonist: agonists of H. glycines DAF-12 nuclear receptor. HEK293 GAL4-hgDAF12 UAS-luciferase reporter, agonist luminescence; normalized to butyrate control. activation, % at 6.8 µM. actives 1.8% (n = 370,000). AID 687014;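 active = activation above a cutoff set at the mean of all screened compounds plus 3 SD, cut at about 10% in these data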;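 note: 0% = DMSO wells and 100% = sodium butyrate wells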
ssDAF-12 act: S. stercoralis DAF-12 activation, primary screen. actives 1% (n = 370,000). HEK293 ssDAF-12/GRIP1 lit1-tk-luc reporter, luminescence; % of 3 µM dafachronic acid response. activation, % at 6.8 µM;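 active = activation above the mean over all tested compounds plus 3 SD, cut at about 0.9% in these data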;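 note: 0% = DMSO-only wells and 100% = 3 µM delta7-dafachronic acid wells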
sPLA2-III inh: Inhibits HGIII-sPLA2 liposome hydrolysis, primary screen | AID 743126 | actives 0.56% (n = 370,000) | QFRET BODIPY PC-A2 liposome hydrolysis, fluorescence | Q9NZ20 | inhibition, % at 12.2 µM;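 active = inhibition above mean plus 3 SD of compounds lying within the high and low control bounds, cut at about 19% in these data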;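 note: 0% = median of test compound wells and 100% = no enzyme DMSO wells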
Target sequence (Q9NZ20 whole entry, looked up): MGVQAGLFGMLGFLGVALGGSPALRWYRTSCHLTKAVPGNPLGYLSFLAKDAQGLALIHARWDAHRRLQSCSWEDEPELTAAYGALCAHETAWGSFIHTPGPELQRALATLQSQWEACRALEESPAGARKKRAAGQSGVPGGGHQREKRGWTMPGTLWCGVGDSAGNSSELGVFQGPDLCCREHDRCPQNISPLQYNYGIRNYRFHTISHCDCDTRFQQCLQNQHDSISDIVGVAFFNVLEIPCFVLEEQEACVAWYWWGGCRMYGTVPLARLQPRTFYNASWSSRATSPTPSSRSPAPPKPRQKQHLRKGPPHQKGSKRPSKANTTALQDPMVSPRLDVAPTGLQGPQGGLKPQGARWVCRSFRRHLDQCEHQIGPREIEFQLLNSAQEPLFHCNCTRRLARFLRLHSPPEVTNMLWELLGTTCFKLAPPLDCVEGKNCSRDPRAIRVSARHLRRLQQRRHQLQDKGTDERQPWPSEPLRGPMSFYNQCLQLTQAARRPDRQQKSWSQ
hcDAF-12 act: H. contortus DAF-12 activation, primary screen; actives 1.4% (n = 370,000); activation, % at 6.8 µM; HEK293 hcDAF-12 lit1-tk-luc reporter, luminescence; 0% DMSO, 100% Δ7-dafachronic acid; AID 652067;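 active = activation above the mean of all tested compounds plus 3 SD, cut at about 5.5% in these data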;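 note: 100% = response to 3 µM Δ7-dafachronic acid high control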
SMARCA2 activ: SMARCA2 function activation, primary screen; actives 1% (n = 370,000); activation, % at 9.1 µM; MG213 cells, MMTV-luciferase reporter, dexamethasone, overnight; in the data active = activation above about 7.8%;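 note: 0% = vehicle wells and 100% = reference activator wells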
DAX1 inh-1: NR0B1 (DAX1) inhibition | P51843 | HEK293 Gal4-DAX1 luciferase reporter, luminescence | inhibition, % at 6.75 µM | actives 0.99% (n = 340,000) | AID 504766;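 active = inhibition above the mean over all tested compounds plus 3 SD, cut at about 4.2% in these data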;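 note: 0% = DAX1-transfected cells with DMSO and 100% = empty-vector control cells with DMSO; inhibition shows as a rise in luminescence from relieved DAX1 repression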
FXN GAA850 act: activators of GAA850 frataxin (FXN) promoter; HEK293 lucGAA850 FXN promoter luciferase reporter, 24 h; percent of 10 µM SAHA response; activation, % at 6 µM; actives 0.56% (n = 360,000); AID 540364;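 active = activation above the average of all compounds screened plus 3 SD, cutoff fixed separately per campaign, cut at about 7.5% in these data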;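 note: 0% = DMSO wells and 100% = 10 µM SAHA wells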
NPR1 activator: GC-A (human) enzyme activation; P16066; HEK293 GC-A cells, cGMP TR-FRET, EC30 ANP; 0% at EC30 ANP, 100% saturating ANP; activation, % at 10 µM; actives 0.14% (n = 370,000); AID 1671463; in the data active = activation above about 40%
DAX1 inh-2: inhibitors of DAX1 repression of SF-1 activated StAR promoter; HEK293T StAR-luciferase reporter, SF-1/DAX-1 repression relief; inhibition, % at 6.8 µM; actives 1.1% (n = 370,000); AID 652010;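 active = inhibition above the mean over all tested compounds plus 3 SD, cut at about 3.6% in these data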;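 note: 0% = DAX-1 cells with DMSO and 100% = cells lacking DAX-1 with DMSO; higher inhibition means more luminescence from relief of DAX-1 repression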
Starred values were filed as active, the others as inactive; . = not tested or not shown.

SMILES | ADAM10 inh | NPR2 activator | hgDAF12 agonist | ssDAF-12 act | sPLA2-III inh | hcDAF-12 act | SMARCA2 activ | DAX1 inh-1 | FXN GAA850 act | NPR1 activator | DAX1 inh-2
Cc1ccc(-c2nn3c(C)nnc3c3ccccc23)cc1S(=O)(=O)N(C)CCO | -18.9 | -3.7 | -3.5 | -1.2 | 2.7 | -0.6 | -1.3 | 0.8 | -0.3 | 7.6 | 0.2
COC(=O)C1=C(NC(=O)COc2ccc3ccccc3c2)CCS1 | 0.4 | -3.6 | 1.0 | -1.2 | -5.1 | 0.8 | -2.2 | 0.1 | 4.5 | -0.6 | 0.2
Cc1ccc(C(=O)NNS(=O)(=O)c2ccccc2[N+](=O)[O-])cc1 | 6.1 | 2.9 | 0.4 | -0.7 | 15.6 | -0.9 | -0.2 | 0.1 | -1.2 | -0.4 | -0.6
O=C(CSc1ccc(Cl)cc1)N/N=C/c1ccc([N+](=O)[O-])o1 | -1.7 | 1.8 | -3.2 | -1.0 | 6.9 | -3.0 | -3.7 | -1.9 | 3.5 | -1.1 | -1.3
COCCn1c(SCc2ccc(C(=O)OC)o2)nc2cc(Cl)ccc2c1=O | 4.0 | 0.6 | -0.4 | -1.5 | 6.9 | -1.4 | -2.1 | -0.7 | 6.3 | -6.1 | -0.2
COc1cc(/C=C(\C#N)c2nc3ccccc3o2)ccc1O | -173.9 | -3.0 | 0.1 | -1.6 | -12.6 | 1.0 | 0.6 | 3.6 | 1.6 | 4.0 | -0.4
Cc1ccc(/C=C/S(=O)(=O)NCC(=O)O)cc1 | 2.8 | -0.1 | 1.1 | -1.0 | 1.0 | 0.7 | 0.7 | 1.4 | -1.2 | 1.9 | 0.4
CC(C)(C)Cc1c(-c2ccc(Cl)cc2)nc2c(Cl)cc(C(F)(F)F)cn12 | -4.6 | -2.4 | 0.1 | 0.1 | 12.6 | 1.5 | -4.8 | . | . | 36.2 | 0.3
Cc1ccc(N2C(=O)C3C4C=CC(CNC(=S)Nc5ccc(Cl)cc5)(O4)C3C2=O)cc1 (configuration not stated) | 14.1 | -1.1 | -0.8 | -2.0 | -11.2 | -2.7 | 2.4 | -1.2 | -3.5 | -1.4 | -0.5
COc1cccc(C2/C(=C(\O)c3ccc4c(c3)OCCO4)C(=O)C(=O)N2CC2CCCO2)c1 (configuration not stated) | 3.0 | 5.5 | 0.1 | -1.2 | 3.4 | -1.2 | 0.9 | -0.4 | -1.4 | 3.2 | -0.7
COc1cc2c(cc1OC)CN(S(=O)(=O)c1cccc(F)c1)CC2 | -2.2 | 0.6 | -3.0 | -1.2 | -1.5 | -1.7 | 2.1 | -0.4 | 0.9 | -2.6 | -0.6
Cc1noc(C)c1CSc1nnc(-c2ccccc2)n1N | 11.0 | 7.3 | -1.6 | -1.4 | -2.5 | -0.5 | 0.3 | 0.5 | 2.0 | -0.9 | 0.0
COCc1nnc(NS(=O)(=O)c2ccc(Cl)cc2)s1 | -3.6 | -0.6 | -0.5 | -0.7 | -10.0 | -0.7 | -0.5 | 0.6 | 1.3 | -4.6 | 0.7
COC(=O)COc1cccc(NC(=O)c2ccccc2)c1 | -1.4 | 4.8 | 1.4 | -1.4 | 3.2 | 0.4 | 0.2 | -0.2 | 2.6 | -2.8 | -0.1
Cc1cccn2cc(-c3ccc(NC(=O)Cc4ccccc4)cc3)nc12 | -45.2 | -6.0 | -6.4 | -2.0 | -2.2 | -3.3 | -1.8 | -0.5 | -3.2 | 3.4 | -1.4

Record cards, as listed above. Values in the order: ADAM10 inh, NPR2 activator, hgDAF12 agonist, ssDAF-12 act, sPLA2-III inh, hcDAF-12 act, SMARCA2 activ, DAX1 inh-1, FXN GAA850 act, NPR1 activator, DAX1 inh-2
Entry for O=C(CSc1ccc(Cl)cc1)N/N=C/c1ccc([N+](=O)[O-])o1 = -1.7, 1.8, -3.2, -1.0, 6.9, -3.0, -3.7, -1.9, 3.5, -1.1, -1.3
Entry for CC(C)(C)Cc1c(-c2ccc(Cl)cc2)nc2c(Cl)cc(C(F)(F)F)cn12 = -4.6, -2.4, 0.1, 0.1, 12.6, 1.5, -4.8, ., ., 36.2, 0.3

Looked up above.
COCCn1c(SCc2ccc(C(=O)OC)o2)nc2cc(Cl)ccc2c1=O | hgDAF12 agonist = -0.4
Cc1noc(C)c1CSc1nnc(-c2ccccc2)n1N | SMARCA2 activ = 0.3

Carrying on.
SMILES | ADAM10 inh | NPR2 activator | hgDAF12 agonist | ssDAF-12 act | sPLA2-III inh | hcDAF-12 act | SMARCA2 activ | DAX1 inh-1 | FXN GAA850 act | NPR1 activator | DAX1 inh-2
CCCCN=C(Nc1ccc(Cl)cc1)c1cccnc1 | 4.8 | -6.8 | -2.4 | -0.7 | 1.4 | 0.0 | -1.0 | -1.2 | 0.7 | -6.8 | 0.0
CCCCCCSc1ccc(-c2nc3ccc(Cl)cn3c2NCc2ccccc2)cc1 | -2.3 | -7.0 | 1.7 | -1.5 | 4.0 | -2.2 | -0.5 | 1.2 | -0.6 | 5.6 | -0.3
CCOC(=O)c1c(C)c(C(=O)NCC2CCCO2)c(C)n1C (configuration not stated) | -3.1 | -8.3 | -0.8 | -1.0 | 0.8 | -1.3 | 4.3 | -0.1 | -4.5 | 1.6 | -0.4
Nc1ccc(Oc2ccc3c(c2)C(=O)NC3=O)cc1 | 0.1 | 1.0 | -1.1 | -0.6 | 3.5 | 1.2 | -0.8 | -0.5 | 2.7 | 0.3 | 0.5
COC(=O)CNC(=O)c1ccc(OC2CCN(C(=O)C3CC3)CC2)cc1 | -4.0 | 3.9 | 0.4 | -0.4 | -2.6 | -1.1 | -2.3 | -0.9 | 0.0 | 3.5 | 0.3
CC(C)(C)C(=O)NC(=S)Nc1ccc(S(=O)(=O)Nc2nccs2)cc1 | -6.2 | 2.1 | -2.4 | -1.5 | -15.4 | 0.1 | -3.9 | -1.5 | 0.6 | 1.9 | 0.0
Cc1cc(C)cc(OCC(=O)OCC(=O)N(CC(C)C)c2c(N)n(Cc3ccccc3)c(=O)[nH]c2=O)c1 | 3.5 | 2.7 | -0.8 | -1.2 | -1.1 | -1.3 | 4.4 | 2.4 | -0.5 | -5.3 | 0.7
O=Cc1cn(-c2ccc(F)cc2)c2ccccc12 | -2.6 | -19.4 | -3.3 | -1.9 | -2.5 | -2.0 | 0.0 | 0.1 | 1.3 | -40.4 | -0.5
CS(=O)(=O)N(CC(=O)O)c1ccc(C23CC4CC(CC(C4)C2)C3)cc1 | 6.3 | 4.1 | -1.4 | -1.8 | -10.2 | 0.1 | -3.0 | 0.3 | 3.2 | 5.1 | 0.4
COc1cc(NC(=O)COc2ccc3c(C)cc(=O)oc3c2C)cc(OC)c1OC | -7.5 | -6.6 | 0.7 | -1.7 | 1.0 | -1.6 | 3.1 | 0.3 | -1.2 | -18.9 | -0.4
CN1CCN(NC(=O)c2ccc(S(=O)(=O)N3CCCCCC3)cc2)CC1 | -2.8 | 7.4 | -0.9 | -1.6 | 3.5 | -1.5 | 5.3 | -0.6 | -0.1 | 2.6 | -0.2
O=C1C2C3C=CC(C3)C2C(=O)N1CCCO (configuration not stated) | 2.4 | 2.9 | 1.8 | -1.1 | -0.1 | 0.2 | -1.3 | -1.1 | 2.1 | 2.5 | -0.5
Cc1cccc(C)c1OCC(=O)N1CCc2ccccc2C1 | -7.2 | -4.3 | -1.1 | -1.8 | -1.4 | -2.0 | -1.8 | 0.0 | 1.0 | -2.0 | -0.2
Cc1ccc(S(=O)(=O)N2CCN(C(=O)CN3CCCCC3)C2)cc1 | -4.1 | 2.8 | -1.6 | -0.9 | -0.7 | -1.5 | -6.6 | -1.0 | -1.1 | -1.9 | 0.0
Cc1nc2cc(NC(=O)NCCCO)ccc2o1 | -7.4 | 2.0 | -1.7 | -0.2 | 5.0 | 4.9 | -3.8 | -0.3 | 0.7 | -2.5 | 0.5
COC(=O)/C=C1/N/C(=N\c2nc(C)cc(C)n2)N(c2cccc(C)c2)C1=O | 5.6 | 3.4 | 1.1 | 0.2 | 4.5 | -2.3 | -1.0 | -0.2 | 2.0 | 0.9 | 0.2
COc1ccc(/C=N/NC(=O)C2(O)c3ccccc3-c3ccccc32)cc1 | -3.0 | 2.4 | 1.2 | -1.4 | -1.0 | 2.2 | -0.1 | 0.6 | 1.4 | -0.1 | 0.1
COc1ccc(N2CC(C)(C)C2=O)cc1 | 6.5 | 2.4 | -0.3 | -1.2 | 0.3 | 1.1 | 5.9 | 0.2 | 2.9 | 0.5 | -0.6
O=C(CSc1cccc[n+]1[O-])NC(=O)c1ccc(OC(F)F)cc1 | -1.6 | -2.5 | 2.9 | -1.6 | -2.7 | -1.2 | 0.4 | -0.4 | 0.3 | -3.3 | 1.0
CCOC(=O)c1ccc(N2C(=O)CC(N3CC(C)OC(C)C3)C2=O)cc1 (configuration not stated) | -2.9 | 5.6 | 0.0 | -0.8 | 7.3 | 1.4 | -1.2 | 0.4 | 0.0 | 0.1 | -0.4
COC(=O)[C@]12CCCCC=C1N(Cc1cccc3ccccc13)C(=O)[C@H](CC(=O)N1CCSCC1)C2 | -8.0 | 1.4 | -2.3 | -1.2 | -5.2 | -0.1 | -5.9 | . | . | -3.3 | -1.6
CC(c1nc2ccccc2c(=O)[nH]1)N(C)CCOc1ccc(Cl)cc1 (configuration not stated) | -4.0 | -3.0 | -3.2 | -1.4 | 15.1 | -2.2 | -5.9 | -2.2 | 2.7 | -1.4 | 0.0
Cc1sc2ncnc(N3CCC(C(=O)NNC(=O)c4ccccc4Cl)CC3)c2c1C | -12.7 | -3.0 | 0.9 | -1.4 | -10.3 | -2.6 | -2.5 | -0.7 | -3.5 | 2.2 | -3.5
COc1ccc(OC)c(C(C)NC(=O)c2ccc(Br)cc2)c1 (configuration not stated) | 1.0 | 0.6 | 0.5 | -1.6 | -4.3 | -0.2 | -1.8 | 8.4* | 0.1 | -1.1 | -0.4
Cc1ccc(-c2nnn(CC(=O)N(C)C3CCCCC3)n2)o1 | -0.9 | 4.4 | 1.2 | -1.7 | 5.3 | 1.7 | 3.1 | 0.6 | -1.3 | 5.2 | 0.5
CCN1C[C@@H]2[C@@H]3C(=O)N(C)C(=O)[C@@H]3[C@](C)(C1=O)N2C(=O)c1ccc(C(C)(C)C)cc1 | -5.9 | 1.9 | 2.7 | -1.1 | 0.7 | -1.3 | 0.9 | -1.2 | 0.8 | 1.1 | -0.2
CCOC(=O)c1c(NC(=O)CCS(=O)(=O)c2ccccc2)sc2c1CCN(C)C2 | -7.9 | -2.1 | 0.0 | -0.6 | -12.6 | 5.3 | 2.4 | 0.7 | -0.1 | 4.0 | -0.2
CCCc1ccc(C(C)NC(=O)c2cnccn2)cc1 (configuration not stated) | -12.9 | 2.9 | -2.1 | -1.6 | -5.9 | -2.2 | -3.6 | -1.2 | -1.6 | 3.9 | -0.4
COc1ccc(C(C)=O)cc1COc1nc(C)nc2ccccc12 | -7.6 | -1.6 | 0.8 | -1.7 | -1.4 | -0.7 | -1.6 | -0.5 | -1.3 | -7.7 | 0.3
